# CRFR2-BP ag: agonists of human CRF-binding protein/CRF-R2 receptor complex; hit rate 0.46% among 350,000; AID 588473; HEK293 CRF-R2/CRF-BP, calcium dye fluorescence (FLIPR); percent of saturating CRF peptide response; activation, % at 13.2 µM;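 active = activation of at least 50%, plus an integration ratio under a set limit after plate pattern correction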;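 note: plate controls were neutral control wells without compound for no effect and CRF at EC100 for full effect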
# CHRM4 agonist: agonists of human muscarinic M4 receptor (CHRM4); hit rate 0.14% among 360,000; activation, % at 3 µM; CHO-K1 hM4/Gqi5, Fluo-8 calcium fluorescence; vehicle 0%, full acetylcholine response 100%;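 active = activation above the run mean over all test wells plus 3 SD, cut at about 32% in these data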;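 note: peak over basal fluorescence ratio per well then scaled between controls; 0% = DMSO wells and 100% = acetylcholine at EC100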
# Target sequence (P08173 whole entry, looked up): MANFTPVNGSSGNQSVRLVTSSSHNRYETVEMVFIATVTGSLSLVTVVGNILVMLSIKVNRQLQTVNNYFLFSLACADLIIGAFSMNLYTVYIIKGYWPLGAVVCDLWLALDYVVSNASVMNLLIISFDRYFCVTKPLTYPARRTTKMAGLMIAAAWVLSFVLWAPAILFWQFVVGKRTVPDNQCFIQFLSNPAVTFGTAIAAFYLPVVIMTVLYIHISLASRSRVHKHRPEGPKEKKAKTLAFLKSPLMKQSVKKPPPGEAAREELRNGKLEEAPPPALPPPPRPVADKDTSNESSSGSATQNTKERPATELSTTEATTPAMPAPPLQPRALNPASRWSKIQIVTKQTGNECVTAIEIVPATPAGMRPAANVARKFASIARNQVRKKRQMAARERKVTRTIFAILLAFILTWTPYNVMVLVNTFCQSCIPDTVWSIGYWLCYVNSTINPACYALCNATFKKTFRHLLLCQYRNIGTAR
# M4 antag: antagonists of human muscarinic M4 receptor (CHRM4); P08173; inhibition, % at 3 µM; hit rate 0.73% among 360,000; AID 624125; CHO-hM4 cells, ACh EC80, Fluo-8 calcium fluorescence;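 active = inhibition above its plate's cutoff, the mean inhibition of sample wells plus 3 SD, cut at about 27% in these data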;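 note: 0% = acetylcholine EC80 with DMSO and 100% = DMSO without agonist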
# CHRM5 agonist: agonists of human muscarinic M5 receptor (CHRM5). P08912. CHO-K1 hM5 cells, Fluo-8 calcium fluorescence; 0% DMSO wells, 100% maximal acetylcholine response. activation, % at 3 µM. hit rate 0.19% among 360,000;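 active = activation above the run's mean over test compounds plus 3 SD, cut at about 23% in these data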;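 note: signal is peak over basal fluorescence ratio across the kinetic read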
# CHRM5 antagonist: blocks acetylcholine activation of human M5 receptor; P08912; CHO-hM5 cells, Fluo-8 calcium fluorescence, ACh EC80; inhibition, % at 3 µM; hit rate 0.59% among 360,000;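 active = inhibition above a per-plate cutoff, the mean of that plate's test compounds plus 3 SD, cut at about 27% in these data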;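 note: 0% = acetylcholine EC80 with DMSO and 100% = DMSO without agonist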
# CRFBP-R2 block: CRF-BP/CRF-R2 complex antagonism; hit rate 0.59% among 350,000; inhibition, % at 11.8 µM; HEK293 CRF-R2/CRF-BP, CRF-induced calcium fluorescence;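 active = inhibition of the ligand-induced calcium signal above about 50% at the single tested concentration, limit read from the data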
# M4 PAM: potentiates acetylcholine response at human M4 receptor | P08173 | CHO-K1 hM4/Gqi5, Fluo-8 calcium fluorescence, ACh EC20; 0% = ACh EC20, 100% = maximal ACh | activation, % at 3 µM | hit rate 0.4% among 360,000 | AID 624126;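 active = activation above its plate's cutoff, the mean activation of sample wells plus 3 SD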; note: some results filed as inactive read as strong as hits
# M5 PAM: positive allosteric modulators of human muscarinic M5 receptor. hit rate 0.3% among 360,000. activation, % at 3 µM. CHO-K1 hM5, Fluo-8 calcium, ACh EC20 PAM; 0% = ACh EC20, 100% = ACh EC100. P08912;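 active = activation above the run cutoff, the mean activation of all test compounds plus 3 SD, cut at about 18% in these data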
#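 Replicates: One well per compound, no replicates | System: Human M5 receptor in CHO-K1 cells | Benchmarks: Low control EC20 acetylcholine (0%), high control EC100 acetylcholine (100%) | Probe or stimulus: Acetylcholine, EC20 level | Times: Fluo-8 loading 80 min at 37 °C plus 30 min room temperature | Signal: Intracellular calcium via Fluo-8 fluorescence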
# CHRM1 PAM: potentiates human M1 receptor response to acetylcholine | AID 588819 | P11229 | CHO-K1 hM1, Fluo-8 calcium fluorescence, ACh EC20; 0% = ACh EC20, 100% = maximal ACh | hit rate 0.088% among 360,000 | activation, % at 3 µM; in the data active = activation above about 19%, passing the limit was not always enough
# Target sequence (P11229 whole entry, looked up): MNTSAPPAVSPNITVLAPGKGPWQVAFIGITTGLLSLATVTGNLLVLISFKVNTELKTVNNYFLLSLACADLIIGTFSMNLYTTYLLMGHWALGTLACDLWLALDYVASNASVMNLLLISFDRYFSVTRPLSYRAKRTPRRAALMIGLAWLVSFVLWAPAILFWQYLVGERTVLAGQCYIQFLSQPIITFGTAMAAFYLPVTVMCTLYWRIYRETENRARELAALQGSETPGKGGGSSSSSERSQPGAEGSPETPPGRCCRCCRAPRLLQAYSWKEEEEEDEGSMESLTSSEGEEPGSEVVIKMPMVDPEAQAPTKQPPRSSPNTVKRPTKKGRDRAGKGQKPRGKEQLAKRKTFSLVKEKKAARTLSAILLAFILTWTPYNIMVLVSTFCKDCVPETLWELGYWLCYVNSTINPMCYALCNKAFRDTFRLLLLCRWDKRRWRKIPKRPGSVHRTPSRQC
# * = called active by the depositor; . = not tested or not shown.
SMILES,CRFR2-BP ag,CHRM4 agonist,M4 antag,CHRM5 agonist,CHRM5 antagonist,CRFBP-R2 block,M4 PAM,M5 PAM,CHRM1 PAM
Cc1cc(C(=O)OCC(=O)NC2CCS(=O)(=O)C2)c(C)n1-c1ccccc1 (configuration not stated),-2.8,5,-1,4,2,-1,-5,-8,-5
CN(C)CCCOC(=O)c1ccccc1,0.9,0,11,-7,1,-5,-3,-2,-3
COc1cc(NC(=O)c2ccco2)ccc1NC(=O)C(C)C,0.2,1,0,0,1,9,3,-3,5
C=CC1C(N2CCOCC2)C(C)(C)S1(=O)=O (configuration not stated),-0.7,0,-8,0,-3,19,9,5,-5
Clc1ccc2[nH]c(-c3ccccc3)cc2c1,2.8,1,-7,-8,-12,-15,6,-6,-7
CCn1c(=S)sc2c(=O)n(CC(=O)Nc3ccc(OC)c(Cl)c3)c(C)nc21,-1.3,0,-9,-3,15,-17,-3,-3,13
Cc1cc(C)cc(NC(=O)CSc2nc3c(oc4ccccc43)c(=O)n2-c2ccccc2)c1,-1.2,0,10,1,8,12,-2,-3,0
CCOc1ccc2oc(C(=O)Nc3nccs3)c(C)c2c1,0.8,0,-9,2,10,-2,3,-4,8
O=C(CSc1nc2[nH]ncc2c(=O)[nH]1)NCc1ccccc1Cl,-0.1,1,8,0,-2,3,10,2,12
COc1ccc(S(=O)(=O)N2CCOC23CCN(S(=O)(=O)c2ccccc2)CC3)cc1,1.3,1,-6,4,2,1,-2,4,2
C=CCC(=O)N1CCCC(C(=O)c2ccc(Cl)cc2)C1 (configuration not stated),0.7,-1,7,-1,13,-13,-5,-4,5
COc1ccc(N2CCN(C(=O)CC34CC5CC(CC(C5)C3)C4)CC2)c([N+](=O)[O-])c1,-2.8,0,-3,3,-2,-15,9,1,10
Cc1csc(SCC(=O)NC(=O)c2ccccc2)n1,-0.9,0,6,5,-3,2,15,2,12
CC(=O)Nc1ccc(NC(=O)C2CC(=O)N(Cc3ccccc3)C2)cc1 (configuration not stated),2.8,0,-5,5,0,8,10,9,9
CC1Cc2ccccc2N1C(=O)COC(=O)c1cccnc1Cl (configuration not stated),-2.4,3,-2,1,1,6,-2,-7,6

# In the list so far, 3 contain an aryl thioether with sulfur outside any ring.
SMILES,CRFR2-BP ag,CHRM4 agonist,M4 antag,CHRM5 agonist,CHRM5 antagonist,CRFBP-R2 block,M4 PAM,M5 PAM,CHRM1 PAM
Cc1cc(C)cc(NC(=O)CSc2nc3c(oc4ccccc43)c(=O)n2-c2ccccc2)c1,-1.2,0,10,1,8,12,-2,-3,0
O=C(CSc1nc2[nH]ncc2c(=O)[nH]1)NCc1ccccc1Cl,-0.1,1,8,0,-2,3,10,2,12
Cc1csc(SCC(=O)NC(=O)c2ccccc2)n1,-0.9,0,6,5,-3,2,15,2,12

# Returning to the listing; the 6 compounds before the break are reprinted first.
SMILES,CRFR2-BP ag,CHRM4 agonist,M4 antag,CHRM5 agonist,CHRM5 antagonist,CRFBP-R2 block,M4 PAM,M5 PAM,CHRM1 PAM
COc1ccc(S(=O)(=O)N2CCOC23CCN(S(=O)(=O)c2ccccc2)CC3)cc1,1.3,1,-6,4,2,1,-2,4,2
C=CCC(=O)N1CCCC(C(=O)c2ccc(Cl)cc2)C1 (configuration not stated),0.7,-1,7,-1,13,-13,-5,-4,5
COc1ccc(N2CCN(C(=O)CC34CC5CC(CC(C5)C3)C4)CC2)c([N+](=O)[O-])c1,-2.8,0,-3,3,-2,-15,9,1,10
Cc1csc(SCC(=O)NC(=O)c2ccccc2)n1,-0.9,0,6,5,-3,2,15,2,12
CC(=O)Nc1ccc(NC(=O)C2CC(=O)N(Cc3ccccc3)C2)cc1 (configuration not stated),2.8,0,-5,5,0,8,10,9,9
CC1Cc2ccccc2N1C(=O)COC(=O)c1cccnc1Cl (configuration not stated),-2.4,3,-2,1,1,6,-2,-7,6
CC(C)C(NC(=O)c1ccc2c(c1)OCCO2)c1nc2ccccc2[nH]1 (configuration not stated),-2.5,0,0,-2,17,2,-2,-7,10
COc1ccc(C)cc1NC(=O)CN1C(=O)c2cccc3cccc1c23,-0.7,0,1,-6,5,2,4,8,-4
Cc1cccc(C2NC(c3cccc(C)c3)C([N+](=O)[O-])C(C)(C)C2[N+](=O)[O-])c1 (configuration not stated),-1.5,-1,1,-4,0,32,0,-2,-12
O=C(CN1C(=O)NC2(CCCc3ccccc32)C1=O)N1CCCCC1 (configuration not stated),-0.5,0,1,-1,3,9,-2,-5,1
CCOc1ccccc1NC(=O)CSc1nc2c(c(=O)n(C)c(=O)n2C)n1C,-0.7,1,-13,0,-9,-6,10,9,10
CCOC(=O)N1CCN(S(=O)(=O)c2ccc3c(c2)CC(C)N3C(=O)C2CC2)CC1 (configuration not stated),-0.3,3,-3,4,-8,-4,3,7,10
COc1cc(NC(=O)C2CCN(S(=O)(=O)c3cnc[nH]3)CC2)cc(OC)c1OC,-0.4,0,8,2,-4,-8,6,6,-1
COC(=O)CN1C(=S)N(c2ccc(OC)cc2)C(=O)/C1=C/c1cccs1,5.2,2,-1,-4,-2,13,-1,-5,5
CC(C(=O)N1CCc2ccccc21)N1CCN(S(=O)(=O)c2ccc3c(c2)OCCCO3)CC1 (configuration not stated),-0.6,3,-3,1,9,18,-2,-11,3
COc1ccc(S(=O)(=O)N(C)CC(=O)NC2CCCCC2)cc1Cl,0.7,1,10,3,-3,-3,2,5,2
Cn1c(=O)[nH]c(=O)c2c1nc(Br)n2CCCCSc1nc2ccccc2o1,-2.0,11,4,1,10,18,-17,-16,-15
COc1cccc(Cn2c(NCc3cccnc3)nc3c2c(=O)n(C)c(=O)n3C)c1,-0.5,0,11,-3,-6,-9,21,2,10
CC1=C(C(=O)Nc2cc(C(=O)NCc3ccccc3)ccc2C)SCCO1,-1.0,2,-4,-1,1,7,-2,-4,6
Cn1cnnc1SCC(=O)NNC(=O)c1ccc(Cl)cc1,0.0,0,7,-1,8,17,1,-5,-4
COc1cc2[nH]c(=S)nc(NCc3cccnc3)c2cc1OC,-0.5,0,-3,-2,5,2,-5,-2,-2
COc1c2ccc(C(=O)NCc3cc(C(F)(F)F)cc(C(F)(F)F)c3)cc2nn1C,0.2,0,2,-7,6,-10,1,-1,2
Cc1cccc(OCC(=O)Nc2ccc3c(c2)nc(CCN2CCN(c4ccccn4)CC2)n3C)c1,3.5,19,20,-3,21,2,-13,-15,-22
O=C(CC(Nc1ccc(F)cc1)c1ccccc1)c1ccccc1 (configuration not stated),-2.8,0,-11,1,-3,4,4,7,11
COc1ccc(O)c(C(=O)CC(=O)c2ccc(F)cc2)c1,2.3,2,-3,-2,12,-17,3,-12,8
CC(=O)Nc1cccc(-c2nc3ccccc3c(=O)o2)c1,2.0,-1,-9,-1,3,-13,10,-13,4
O=C(Nc1ncc(Br)s1)C(Cc1ccccc1)n1cccc1 (configuration not stated),3.6,5,-20,0,2,-63,0,-11,-4
CCCS(=O)(=O)NC(=O)C1(C)CCN1C(=O)Cc1ccc(Cl)cc1Cl (configuration not stated),.,1,3,-1,5,.,0,1,6
CCCN1C(=O)/C(=C\C=C2\N(CC)c3ccccc3C2(C)C)SC1=S,125*,4,8,13,8,-214,-5,-6,2
CC1=C(C(=O)N2CCOCC2)CC(CC(=O)NCCCCc2ccccc2)C(=O)N1CCCN1CCCC1=O (configuration not stated),2.9,1,-13,1,2,-17,3,3,5
O=C(COC(=O)CCC1CCCC1)Nc1ccc(Cl)cc1F,-0.1,0,7,-4,9,-27,-2,-4,4
COc1ccccc1-n1c(C)c2c(OC)cccc(=O)c2c1C,4.5,1,6,3,-5,-2,-6,1,6
CCCCN(Cc1cc2cc(OC)ccc2[nH]c1=O)C(=O)c1ccco1,0.3,1,3,-2,0,-40,1,-6,-2
CC(=O)N1CCc2c(sc(NC(=O)C3CCCN3S(=O)(=O)c3cccs3)c2C#N)C1 (configuration not stated),1.5,1,0,-2,-9,6,-6,6,2
COc1ccccc1N1CCN(C(=O)c2cc3cc(F)ccc3[nH]2)CC1,0.1,10,-4,-1,3,-24,-8,-13,-3
CSc1cccc(NS(=O)(=O)c2ccc3c(c2)NC(=O)C(C)C(=O)N3)c1 (configuration not stated),0.4,0,0,-1,2,4,0,1,-4

# Copied from the list:
# Cc1cccc(OCC(=O)Nc2ccc3c(c2)nc(CCN2CCN(c4ccccn4)CC2)n3C)c1 | CHRM4 agonist = 19
# COc1ccccc1-n1c(C)c2c(OC)cccc(=O)c2c1C | M4 antag = 6
# O=C(Nc1ncc(Br)s1)C(Cc1ccccc1)n1cccc1 (configuration not stated) | CHRM4 agonist = 5

# (further entries)
SMILES,CRFR2-BP ag,CHRM4 agonist,M4 antag,CHRM5 agonist,CHRM5 antagonist,CRFBP-R2 block,M4 PAM,M5 PAM,CHRM1 PAM
COc1cccc(NC(=O)Cn2c(=O)n(CCCC(=O)NCc3ccco3)c(=O)c3ccccc32)c1,0.8,3,-1,-2,-1,5,3,-1,6
CCOC(=O)C1(Cc2cccc(OC)c2)CCN(CC=C(C)C)CC1,0.9,3,0,-18,-6,-6,-11,0,-3
Cc1ccc(NC(=O)CSc2ccc(C(N)=O)cc2[N+](=O)[O-])cc1C,-0.6,2,1,-1,-2,-20,2,-1,7
COc1cc2[nH]c(=O)n(CCCC(=O)NCCc3ccccc3)c(=O)c2cc1OC,-3.4,1,-7,2,-7,5,7,7,5
CC(C)C[C@H](NC(=O)[C@H](Cc1ccccc1)n1c(=O)[nH]c2ccccc2c1=O)C(=O)N1CCC(C(=O)O)CC1,-2.5,0,6,0,1,1,2,5,-6
C=CCN1C2CCCC1CC(NC(=S)Nc1cccc(OC)c1)C2 (configuration not stated),-0.3,1,4,-12,7,-14,-5,-2,7
CCN(C(=O)c1ccco1)c1nc(-c2ccc(OC)cc2)cs1,0.1,0,-11,0,6,-7,-9,1,12
COc1cc(OC)c(OC)cc1/C=C1\Oc2cc(OCC(=O)N3Cc4ccccc4C[C@H]3C(=O)O)ccc2C1=O,35,12,5,5,8,-28,4,-2,2
COc1cc(C)nc(N2CCC(C(=O)NCC3CCCO3)CC2)n1 (configuration not stated),0.6,0,5,-3,9,2,2,-3,5
O=C(O)CCc1ccc(-c2ccccc2)n1CC1CCCO1 (configuration not stated),-2.4,1,-4,-2,-2,-22,4,-2,-1
COc1ccccc1CNC(=O)C(=O)c1cn(CC(=O)N2CCCCC2)c2ccccc12,0.2,5,-12,0,-1,-13,2,-6,-5
CCCNC(=O)c1ccc(N2CCC3(CC2)CC(c2ccccc2)=NO3)c(NC(=O)c2cccc(C)c2)c1,1.3,1,2,4,5,-5,8,-7,1

# Screening results deposited in PubChem BioAssay by several laboratories.
